EPAC2 ag – activates human EPAC2 exchange factor. EPAC2 activation, biochemical qHTS; response scale: 100% = 6.5 mM cAMP response. Potency, µM (series often up to 154 µM), without a hit: top-dose activation, hits mostly activators. 360,000 tested, 0.079% active. AID 720711; also: nearly all actives have a fitted effect of over 50% in size
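Each well held 100 nM EPAC2, 250 nM RAP1B-BODIPY-GDP and 50 uM GDP. Fluorescence, read at 5-min intervals to 30 min, was referenced to a 6.5 mM cAMP positive control.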
FUS yeast rescue – FUS proteinopathy suppression in yeast; S. cerevisiae FUS-expressing, growth rescue, OD600, 24 h; Potency, µM (highest dose often 76.6 µM), for inactives: at the highest dose growth rescue (activation), most hits filed as activators; 390,000 tested, 0.24% active;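 also: plate controls were DMSO vehicle for no effect and reference control for full effect; nearly all actives have a fitted effect of over 55% in size; some results filed as inactive show a strong effect at the top dose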
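Compound concentration series was pinned onto galactose-induced FUS-expressing yeast seeded at OD 0.005. Plates sat 24hr at 30C; absorbance at 600 nm gave growth. DMSO served as background control.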
EPAC1 antagonist – EPAC1 (human) antagonism; Potency, µM (top dose mostly 115 µM), for the others: top-dose activity change, negative = inhibition, hits mostly inhibitors; EPAC1 GEF assay, Rap1b-BODIPY-GDP exchange fluorescence; O95398; AID 720709; 360,000 tested, 0.14% active;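 also: plate controls were vehicle for no effect and positive control for full effect; nearly all actives have a fitted effect of over 50% in size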
EPAC2 antag – EPAC2 (human) antagonism; 360,000 tested, 0.18% active; AID 720708; EPAC2 GEF exchange of Rap1B-BODIPY-GDP, fluorescence; Potency, µM (titrated, usually from 114 µM), without a hit: at the highest dose activity, negative = inhibition, hits mostly inhibitors; Q8WZA2; also: % is scaled to controls: 0 for no effect and ±100 for the full control effect; nearly all actives have a fitted effect of over 45% in size; many of its hits are not listed in these tables
TDP-43 yeast inh – rescues yeast growth from TDP-43 toxicity; TDP-43 expressing yeast growth rescue, BacTiter-Glo, 24 h; Potency, µM (doses to about 46.1 µM), inactives show at the top dose growth rescue (activation), actives largely listed as activators; 410,000 tested, 1.8% active; also: % of control where 0% means no effect; nearly all actives have a fitted effect of over 50% in size
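Yeast expressing TDP-43 (pregrown in raffinose, seeded at OD600=0.02 in galactose medium) exposed to compounds 24 hr at 30 deg C. Growth read by BacTiter-Glo luminescence; rescue of toxicity appears as increased signal.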
PTHR1 agonist – agonists of human PTHR1 parathyroid hormone receptor. Q03431. HEK293 GP2 PTHR1 cells, GloSensor cAMP luminescence, 1 h. Potency, µM (doses to about 115 µM), inactives show at the top dose activation, usual class: activators. 410,000 tested, 0.075% active. AID 743266; also: nearly all actives have a fitted effect of over 55% in size; some results filed as inactive show a strong effect at the top dose; inactives centre near -15; many of its hits are not listed in these tables
Target sequence (Q03431 whole entry, looked up): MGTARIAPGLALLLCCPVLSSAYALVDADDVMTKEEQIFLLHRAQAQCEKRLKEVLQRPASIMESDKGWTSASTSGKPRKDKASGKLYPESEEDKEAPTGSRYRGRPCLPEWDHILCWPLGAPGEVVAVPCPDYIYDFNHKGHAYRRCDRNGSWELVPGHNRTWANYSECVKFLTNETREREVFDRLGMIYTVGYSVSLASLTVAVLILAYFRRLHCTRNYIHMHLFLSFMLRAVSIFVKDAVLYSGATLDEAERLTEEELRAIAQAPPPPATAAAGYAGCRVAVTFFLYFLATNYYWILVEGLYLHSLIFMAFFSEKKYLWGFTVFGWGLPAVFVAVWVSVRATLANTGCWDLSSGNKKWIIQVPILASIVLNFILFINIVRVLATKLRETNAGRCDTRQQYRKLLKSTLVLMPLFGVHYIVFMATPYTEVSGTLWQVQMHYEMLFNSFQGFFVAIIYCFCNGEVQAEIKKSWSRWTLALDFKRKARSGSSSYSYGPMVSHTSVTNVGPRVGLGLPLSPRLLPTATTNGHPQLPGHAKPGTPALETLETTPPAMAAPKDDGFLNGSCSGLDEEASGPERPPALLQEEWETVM
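HEK-293-derived GP2 cells expressing PTHR1 and a GloSensor cAMP reporter, 3,000/well, plated overnight, given luciferin plus IBMX (each 0.5 mM as added) for 1 h at 37 °C, then compound for 1 h at 37 °C. Luminescence was read after 15 min at room temperature.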
aSyn yeast inh – inhibitors of alpha-synuclein toxicity in yeast | Yeast expressing alpha-synuclein, growth rescue, BacTiter-Glo, 24 h | Potency, µM (titrated, usually from 46.1 µM), without a hit: at the highest dose growth rescue (activation), actives largely listed as activators | 370,000 tested, 0.14% active | AID 652106; also: % of control where 0% means no effect; nearly all actives have a fitted effect of over 65% in size
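Rescue of yeast growth: cells expressing toxic alpha-synuclein, induced in galactose at OD600 0.02, incubated with compound 24 h at 30 C. ATP luminescence quantified growth; inhibitors of toxicity appear as activators.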
EPAC1 agonist – agonists of human EPAC1; EPAC1 agonist qHTS, biochemical assay; response scale: 100% = response to 6.5 mM cAMP; Potency, µM (doses to about 154 µM), for inactives: at the highest dose activation, actives largely listed as activators; 360,000 tested, 0.073% active; AID 720707; also: nearly all actives have a fitted effect of over 60% in size
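Fluorescent GDP-exchange assay: 100 nM EPAC1 with 250 nM Rap1B preloaded with BODIPY-GDP and 50 uM GDP; compounds tested as concentration series, 5 min at room temperature, then read every 5 min for 30 min (ex 480/em 540 nm); normalized to 6.5 mM cAMP.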
* hit, by the source's call; i = inactive; ? = inconclusive; . = not tested or not shown; [ ] = dose if it differs, or a comment. Calls follow the shape of the dose curve; as a rule, active = well fitted curve in the direction sought with a large enough effect; inconclusive = small, poorly fitted or top-dose-only effect, or another doubt; inactive = no such curve, though single readings can be large; an effect the other way counts as inactive or inconclusive. Potency is read from the fitted curve at half-maximal effect.

The first two compounds (preview)
SMILES	EPAC2 ag	FUS yeast rescue	EPAC1 antagonist	EPAC2 antag	TDP-43 yeast inh	PTHR1 agonist	aSyn yeast inh	EPAC1 agonist
O=C(CC1Sc2ccccc2NC1=O)NNc1ccc(Cl)cc1Cl (centres undefined)	2%	-1%	-3%	-2%	-3%	i	-3%	2%
CCOC(=O)C1CCN(c2c(NCCN3CCCCC3C)c(=O)c2=O)CC1 (centres undefined)	-1%	-18%	12%	10%	27%	-31%[inhibitor]	7%	-9%

Results, previewed entries included:
SMILES	EPAC2 ag	FUS yeast rescue	EPAC1 antagonist	EPAC2 antag	TDP-43 yeast inh	PTHR1 agonist	aSyn yeast inh	EPAC1 agonist
O=C(CC1Sc2ccccc2NC1=O)NNc1ccc(Cl)cc1Cl (centres undefined)	2%	-1%	-3%	-2%	-3%	i	-3%	2%
CCOC(=O)C1CCN(c2c(NCCN3CCCCC3C)c(=O)c2=O)CC1 (centres undefined)	-1%	-18%	12%	10%	27%	-31%[inhibitor]	7%	-9%
CCOc1cc(/C=C/C(=O)OCC(=O)NCc2ccco2)cc(Cl)c1OC	9%	28%	-18%	-22%	28%	-18%	0%	?
CC(C(=O)NCCCN1CCOCC1)n1cccc1C(=O)c1ccccc1 (centres undefined)	10%	5%	2%	-3%	8%	11%[57.5 µM]	3%	-3%
COc1cccc(OC)c1C(=O)NC(C)CCc1ccccc1 (centres undefined)	7%	-13%	-2%	0%	18%	i	-43%[inhibitor]	-1%
Cn1c(C(=O)NCC2CCCO2)cc2c(=O)n3ccccc3nc21 (centres undefined)	1%	2%	-2%	0%	2%	i	0%	12%
Cc1cc(C)n(C(=O)C2CCCN2S(=O)(=O)c2ccc(Cl)cc2)n1 (centres undefined)	-2%	8%	22%	-3%	3%	i	3%	9%
COc1ccc(NC(=O)C2CCN(S(=O)(=O)c3ccc4c(c3)NC(=O)C(C)S4)CC2)cc1 (centres undefined)	-2%	-8%	-22%	-3%	-17%	-25%	-7%	-8%
CCNC(=O)C1CN(S(=O)(=O)c2ccccc2)CCN1S(=O)(=O)c1ccccc1 (centres undefined)	13%	20%	-9%	-6%	-15%	i	1%	10%
COc1cc([N+](=O)[O-])ccc1NC(=O)NCc1ccco1	14%	-31%	2%	1%	30%	-11%	4%	-2%
CCCCCCC(=O)N/N=C/c1ccc(Br)cc1	-8%	.	-10%	-8%	6%	-33%	6%	-16%
COC(=O)c1cn(NC(=O)CCC2CCCC2)c(=O)c2ccccc12	-5%	2%	10%	17%	11%	i	-2%	-15%
COc1ccc(-c2nnc(NC(=O)CS(=O)(=O)c3ccc(Cl)cc3)o2)c(OC)c1	-2%	?	-8%	3%	16%	i	-2%	-8%
CCCCCSc1nnc(N)s1	2%	6%	-16%	-2%	0%	i	1%	-4%
O=C(CSc1ccccc1)N1CCCC(Nc2ccccc2)C1 (centres undefined)	-4%	6%	0%	-6%	?	i	2%	3%
CCn1cc(C(=O)NCCc2ccccc2C)c(=O)c2ccc(C)nc21	4%	-5%	-18%	5%	0%	i	0%	9%
COc1ccc(C(=O)O)cc1S(=O)(=O)N(CCc1ccccc1)Cc1ccccc1	3%	16%	22%	-10%	-21%	i	-2%	-12%
O=C(CCC1CCCCC1)Nc1cc(C(F)(F)F)ccc1N1CCOCC1	1%	19%	-9%	-5%	12%	i	-2%	-8%
CCOc1ccc(NC(=O)CN2C(=O)c3ccccc3C2=O)cc1	1%	-12%	-4%	0%	5%	-2%	4%	8%
O=C(c1cccnc1)N1CCN(S(=O)(=O)c2cccs2)CC1	8%	18%	-13%	6%	-3%	i	0%	11%
N#Cc1nc(N2CCCC2)nc(N2CCCC2)n1	-3%	16%	0%	7%	-7%	-12%[57.5 µM]	?	-4%
CC(C)(c1ccccc1)c1ccc(OCCCN2CCNCC2)cc1	8%	6%	5%	-4%	-16%	i	-18%	-3%
Cc1ccccc1OCC(=O)Nc1ccc2c(c1)Cc1ccccc1-2	-11%	16%	-2%	-3%	-11%	i	1%	7%
CCCCn1c(N)c(N(CC)C(=O)c2c(C)noc2C)c(=O)[nH]c1=O	-2%	-13%	-6%	2%	-12%	?	-6%	-1%
CCCCNS(=O)(=O)c1ccc2c(c1)oc(=O)n2CC(=O)OCC	8%	-17%	4%	1%	17%	-8%	0%	12%
CSc1nc(-c2ccco2)nn1C(=O)c1ccco1	13%	-19%	-6%	-14%	17%	6%	3%	0%
O=[N+]([O-])c1ccc(N2CCN(CCO)CC2)cc1Sc1ccccn1	4%	5%	-17%	5%	2%	-9%	1%	9%
O=C1NC(=S)S/C1=C/c1ccc(Oc2cnccn2)cc1	0%	13%	-9%	-8%	-23%	-37%[inhibitor]	0%	1%
CN=C1c2cc3cc(OC)ccc3n2CCN1C	6%	10%	10%	14%	-18%	i	-10%	-4%
COC(=O)N(C)c1nc2ccccc2s1	-2%	-18%	1%	-1%	-3%	-43%[57.5 µM]	4%	-6%
CCCCC(=O)NC(c1cccc([N+](=O)[O-])c1)c1ccc2cccnc2c1O (centres undefined)	-13%	?	-9%	-3%	?	-24%	0%	-2%
O=C1C=C(O)C(n2cncn2)C(c2ccc3c(c2)OCO3)C1 (centres undefined)	6%	23%	?	5%	12%	i	-1%	10%
CC(=O)Nc1ccc(C2=NOC(C)(C)C(=O)N2Cc2cccc(C#N)c2)cc1	-3%	2%	-9%	2%	0%	-29%	-3%	-7%
CCC(CO)Oc1cc(NCc2ccccc2Cl)c2ncn(C(C)C)c2c1 (centres undefined)	12%	19%	-14%	-9%	10%	-19%	19%	14%
COc1ccc(N2C(=O)CC(Cc3ccc(Br)cc3)C2=O)cc1 (centres undefined)	0%	-14%	-22%	-8%	18%	-28%	7%	-10%
Cc1ccc(C(=O)Nc2sc3c(c2C(=O)O)CCCC3)o1	4%	19%	-18%	-9%	-18%	-1%	-3%	-3%
COc1ccccc1-c1cc(NC(C)=O)c2ncc(-c3ccc(F)cc3)n2c1	4%	0%	-26%	-12%	20%	-25%	0%	-8%
CCC1C/C(=C\c2cccnc2)C(=O)/C(=C/c2cccnc2)C1 (centres undefined)	3%	.	-3%	-1%	11%	-43%[inhibitor]	-61%[inhibitor]	3%
CC(=O)c1ccc(S(=O)(=O)N(C)CCCC(=O)N(C)Cc2c(F)cccc2Cl)cc1	4%	15%	1%	-7%	7%	-30%	17%	-5%
COc1ccc(-n2c(=S)[nH]c3cc(C(=O)NCc4cccnc4)ccc3c2=O)c(OC)c1	6%	?	-3%	-6%	-3%	i	0%	3%
C=CCn1c(CNS(=O)(=O)c2ccc(Br)cc2)n[nH]c1=S	-3%	6%	-2%	9%	3%	-11%	-1%	-12%
O=C(Nc1ccccc1C(=O)NC(Cc1ccc(O)cc1)C(=O)O)c1ccccc1 (centres undefined)	8%	10%	-3%	-4%	-7%	i	-3%	3%
O=C(CSc1nc2nn(-c3ccccc3)c(=O)c-2c2n1CCCCC2)Nc1ccccc1[N+](=O)[O-]	-6%	42%	-7%	8%	0%	-25%	-7%	2%
CC(=O)NCc1ccc(S(=O)(=O)NC(C)CCc2ccccc2)cc1 (centres undefined)	1%	19%	-6%	-4%	-10%	-15%	-2%	-5%
Cc1ccc(Oc2cc(N3CCOCC3)nc(-c3ccccc3)n2)cc1	9%	-11%	-11%	-14%	-10%	i	-3%	5%
O=C(Nc1cccc(Cl)c1)N1N=CCC1c1ccccc1 (centres undefined)	3%	-3%	?	-14%	1%	-17%	0%	8%
O=C(O)CC(C(=O)N(c1ccccc1)c1ccccc1)N1CCOCC1 (centres undefined)	5%	-3%	11%	15%	8%	i	0%	-5%
CC(C)CC(=O)NCCCCc1ccccc1	13%	-22%	20%	2%	4%	i	-3%	11%
COc1cc(Oc2nc(C(F)(F)F)nc3ccccc23)ccc1C=O	1%	-10%	-2%	-5%	10%	-45%[inhibitor]	-2%	-13%
CCN(CC)CCNc1ccc(CO)c2sc3ccccc3c(=O)c12	5%	-19%	-25%	-4%	10%	-18%	9%	-22%

Following part
SMILES	EPAC2 ag	FUS yeast rescue	EPAC1 antagonist	EPAC2 antag	TDP-43 yeast inh	PTHR1 agonist	aSyn yeast inh	EPAC1 agonist
N#C/C(=C\c1cccnc1)C(=O)Nc1ccccc1	-8%	-2%	-6%	12%	8%	0%	0%	-8%
COc1cccc(CN2CCN(C(=O)CCc3nnc(C4CCCCC4)o3)CC2=O)c1	0%	-11%	-14%	-1%	-7%	i	1%	6%
COC(=O)C1=C(C)N(C)C(=O)NC1c1cc2c(cc1Br)OCO2 (centres undefined)	7%	-8%	5%	0%	-1%	16%	-13%	15%
CCOC(=O)c1oc2ccccc2c1COC(=O)CNC(=O)c1cccc(C)c1	0%	7%	2%	-4%	3%	i	3%	11%
CCOC(=O)/C(C#N)=C/c1c(N2CCN(c3ccccc3)CC2)nc2ccccn2c1=O	17%	-12%	20%	11%	25%	i	16%	-4%
COC(=O)CSc1nnc2n(-c3ccccc3)c(=O)c3c4c(sc3n12)COC(C(C)C)C4 (centres undefined)	.	0%	.	.	-3%	?	0%	.
CCOc1ccc(NC2=C(OC)C(=O)c3ccccc3C2=O)cc1	9%	1%	-28%	-13%	18µM*	-35%[inhibitor]	-12%	-2%
CCOc1cccc(C=Nc2cc(C)cc(C)c2O)c1O	3%	7%	-5%	-4%	18%	-8%	0%	-4%
CCOC(=O)C1=C(C)N(Cc2ccc(C(=O)O)cc2)C(=O)NC1c1ccc([N+](=O)[O-])cc1 (centres undefined)	6%	5%	10%	-27%	0%	i	2%	-8%
Cc1cc(=O)c(C(=O)O)nn1-c1ccccc1	5%	-22%	7%	5%	-16%	-22%	2%	8%
CC[C@@H](C)CN1C(=O)N[C@@H](CCc2ccccc2)C(C(C)=O)=C1C	7%	-23%	-8%	17%	6%	i	4%	-8%
Cc1cc(C(=O)N/N=C/c2ccc(C)o2)c2ccccc2n1	-1%	.	10%	13%	25%	i	-1%	-8%
CCC(CC)c1nnc(NC(=O)CN2C(=O)NC3(CCCC3)C2=O)s1	-4%	.	-11%	7%	7%	-8%	6%	-1%

Full records, looked up by structure.
`N#C/C(=C\c1cccnc1)C(=O)Nc1ccccc1` across the screens: EPAC2 ag: -8%; FUS yeast rescue: -2%; EPAC1 antagonist: -6%; EPAC2 antag: 12%; TDP-43 yeast inh: 8%; PTHR1 agonist: 0%; aSyn yeast inh: 0%; EPAC1 agonist: -8%
`CCOC(=O)C1=C(C)N(Cc2ccc(C(=O)O)cc2)C(=O)NC1c1ccc([N+](=O)[O-])cc1` (centres undefined) across the screens: EPAC2 ag: 6%; FUS yeast rescue: 5%; EPAC1 antagonist: 10%; EPAC2 antag: -27%; TDP-43 yeast inh: 0%; PTHR1 agonist: i; aSyn yeast inh: 2%; EPAC1 agonist: -8%

These rows are one share of the data; the hit share may differ from the screen's.
